PERK inhibitor = blocks human PERK kinase; CHO PERK-DD fusion, SEAP luminescence translation reporter; inhibition, % at 5.6 µM; hit rate 0.17% among 220,000;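 active means inhibition above the mean inhibition of all tested compounds plus 3 SD, set separately per screening campaign, cut at about 2.9% in these data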;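 further: PERK kinase domain activated by AP20187 dimerizer at 100 nM; 0% = DMSO with dimerizer and 100% = rapamycin at 8.4 µM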
BaF3 parental = reduces parental Ba/F3 cell viability, JAK2V617F counter-screen | hit rate 1.1% among 220,000 | CellTiter-Glo ATP luminescence | AID 1486 | inhibition, % at 5.6 µM;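 active means inhibition above a per-campaign cutoff, the mean inhibition of all tested compounds plus 3 SD, cut at about 27% in these data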;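 further: 0% = DMSO wells and 100% = JAK Inhibitor I control wells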
S1P4 ag = human S1P4 receptor agonism. S1P4-expressing cell line, agonist reporter assay. activation, % at 4.98 µM. hit rate 0.35% among 220,000; in the data active means activation above about 11%;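 further: 0% = DMSO vehicle and 100% = reference agonist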
Target sequence (O95977 whole entry, looked up): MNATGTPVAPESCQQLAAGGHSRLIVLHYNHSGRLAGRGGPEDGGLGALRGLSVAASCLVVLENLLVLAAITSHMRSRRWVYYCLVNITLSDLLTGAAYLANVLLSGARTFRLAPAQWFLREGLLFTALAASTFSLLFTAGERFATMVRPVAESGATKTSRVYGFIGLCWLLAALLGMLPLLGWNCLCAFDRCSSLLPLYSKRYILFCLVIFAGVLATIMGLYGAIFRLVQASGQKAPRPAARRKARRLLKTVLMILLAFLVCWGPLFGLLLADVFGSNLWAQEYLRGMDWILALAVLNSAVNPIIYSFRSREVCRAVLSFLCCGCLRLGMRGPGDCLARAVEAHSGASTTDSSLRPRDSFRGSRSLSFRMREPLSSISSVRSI
MDM2 E3 inh = Mdm2 E3 ligase (human) inhibition | signal enhancement, % at 5 µM | cell-based MDM2 ubiquitination luciferase reporter, 2 h; 0 = plate control, 100 = twice control, blank-subtracted | hit rate 0.11% among 210,000;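 active means signal enhancement of 30% or more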;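 further: luminescence tracks abundance of the self-degrading MDM2-luciferase fusion protein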
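Material: Stable MDM2–luciferase fusion reporter cells | Amount: 2000 cells seeded into each well | Dosing: One concentration, 5 µM, with 0.2% DMSO | Incubation: 4 h cell settling then 2 h compound exposure, 37 °C | Measured by: Luciferase luminescence | Read-out basis: % enhancement relative to plate controls after blank subtraction | Benchmarks: Control and blank well means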
NPY-Y2 PAM-ag = potentiates or activates human NPY-Y2 receptor. P49146. hit rate 0.45% among 220,000. cells expressing NPY-Y2, potentiator/agonist read-out. AID 1359. activation, % at 3.6 µM; in the data active means activation above about 27%;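 further: cells stimulated with NPY near EC25 plus isoproterenol at EC100; 0% = vehicle plus submaximal agonist and 100% = vehicle plus saturating agonist; some results beyond the cut were filed as inactive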
eIF4E-4G inh = inhibitors of eIF4E and eIF4G interaction in translation initiation; P63073+Q04637; TR-FRET eIF4E-eIF4GI(517-606) binding, 2 h; inhibition, % at 21.7 µM; hit rate 0.37% among 220,000; AID 782;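 active means inhibition above about 30%, limit read from the data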;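 further: 0% = full FRET control wells and 100% = background wells lacking eIF4GI fragment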
Ba/F3 V617F tox = loss of viability in JAK2V617F-driven Ba/F3 cells; Ba/F3 EpoR-JAK2V617F viability, ATP luminescence; inhibition, % at 5.6 µM; hit rate 1.1% among 220,000;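 active means inhibition above the campaign mean plus 3 SD over all tested compounds, cut at about 24% in these data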;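 further: cytokine-independent growth of Ba/F3 cells driven by EpoR plus mutant JAK2; 0% = DMSO-treated cells and 100% = JAK inhibitor I control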
S1P4 antag = human S1P4 receptor antagonism | inhibition, % at 4.98 µM | S1P4-expressing cells, antagonist mode, reporter read-out | AID 1510 | hit rate 0.26% among 220,000; in the data active means inhibition above about 29%;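 further: 0% = wells stimulated with agonist and 100% = vehicle wells without agonist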
Wee1 degr inh = inhibitors of human Wee1 degradation. P30291. HeLa Luc-Wee1K328M stability, luciferase luminescence; 100% = proteasome inhibitor MG132 effect. reporter increase, % at 5 µM. hit rate 1.2% among 220,000. AID 1321;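 active means activation above the mean of all tested compounds plus 3 SD, set per screening run, cut at about 8.8% in these data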;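 further: cells exposed to compound for 20 h before luminescence read; 0% = DMSO alone and 100% = MG132 at 30 µM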
Target sequence (P30291 whole entry K328M): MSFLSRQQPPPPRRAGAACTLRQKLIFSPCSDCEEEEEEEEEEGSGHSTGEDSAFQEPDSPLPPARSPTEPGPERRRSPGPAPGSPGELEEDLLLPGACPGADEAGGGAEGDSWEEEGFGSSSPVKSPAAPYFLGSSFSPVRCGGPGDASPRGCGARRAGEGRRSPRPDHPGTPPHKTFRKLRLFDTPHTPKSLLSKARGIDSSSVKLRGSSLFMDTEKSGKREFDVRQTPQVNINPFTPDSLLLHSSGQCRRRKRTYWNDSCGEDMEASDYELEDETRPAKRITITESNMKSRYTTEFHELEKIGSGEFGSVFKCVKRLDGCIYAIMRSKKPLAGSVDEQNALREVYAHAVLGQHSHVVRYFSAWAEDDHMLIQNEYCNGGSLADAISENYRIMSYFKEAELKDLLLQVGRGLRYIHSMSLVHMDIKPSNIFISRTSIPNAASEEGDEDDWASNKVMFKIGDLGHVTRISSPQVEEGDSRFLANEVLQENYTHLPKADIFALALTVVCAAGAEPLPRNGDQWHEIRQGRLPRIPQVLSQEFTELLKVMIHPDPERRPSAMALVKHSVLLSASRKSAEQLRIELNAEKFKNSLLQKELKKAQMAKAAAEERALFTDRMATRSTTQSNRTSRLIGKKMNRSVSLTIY
* hit, by the source's call; . = no result given; [ ] = dose if it differs, or a comment. Outcome played no part in choosing rows; 4.1% or so of the library scored in one or more.

SMILES	PERK inhibitor	BaF3 parental	S1P4 ag	MDM2 E3 inh	NPY-Y2 PAM-ag	eIF4E-4G inh	Ba/F3 V617F tox	S1P4 antag	Wee1 degr inh
CSc1nc(O)c(Nc2cccc(Cl)c2)c(=O)[nH]1	1.0	-9	1.2	.	5	-4	0	-15	1
NC(=O)C1CCN(C2=C(Cl)C(=O)c3ccccc3C2=O)CC1	1.9	5	-3.0	-43	1	18	-2	-7	0
COc1ccc(NS(=O)(=O)c2ccc(S(=O)(=O)N(C)C)cc2)cc1S(N)(=O)=O	0.6	3	0.6	-3	3	2	4	-6	1
Cc1ccc(N/C=C/C(=O)c2ccccc2)cc1C	-0.7	6	0.4	-59	17	-2[fluorescence artefact?]	2	-3	2
COCCNC(=O)Cn1ncc2ccsc2c1=O	2.5	4	-1.9	-15	1	5	-2	8	-2
C/C(Cn1nc([N+](=O)[O-])cc1C)=N\NC(=O)COc1c(Cl)cc(Cl)cc1Cl	-0.1	-3	-1.3	-5	-3	-6	-6	11	-2
O=C(NCCc1cn2ccccc2n1)c1ccccc1F	0.6	3	4.2	0	-12	-1	1	3	-1
CC1=NN(c2nc(-c3ccc(C#N)cc3)cs2)C(=O)C1	0.9	6	-0.8	-7	-2	-7	1	9	-1
O=C(CCC(=O)Nc1ccc(F)cc1)N/N=C/c1ccccc1O	0.2	2	-0.6	-11	-6	2	2	2	3
CCCCN1C(=O)C2NN=C(C(=O)OC)C2C1=O (centres undefined)	0.8	4	0.9	10	4	-2	1	-3	-2
CCOC(=O)C1=C(C)NC(=O)NC1c1ccc(Cl)cc1Cl (centres undefined)	0.2	1	0.8	-9	-7	-3[fluorescence artefact?]	-4	7	-2
Cc1ccc(SCC(=O)NC(C)(C)C)cc1	-0.1	3	-0.3	5	4	-2	2	-4	2
COc1ccc(CNC(=O)COC(=O)c2cc(-c3ccc(Cl)s3)nc3ccccc23)cc1	1.5	6	-0.9	-12	-14	-25	1	-19	-1
CCOc1ccc(C2C(=O)N(C3CCCCC3)CC(=O)N2CC2CCCO2)cc1OC (centres undefined)	-0.5	4	0.8	-3	2	1	0	-3	4
Cc1ccc(C)c(S(=O)(=O)N2CCNCC2)c1	0.5	8	-0.3	-23	7	-6	-1	0	2
CC(C)(C)C(=O)Cn1ncc(N2CCOCC2)c(Br)c1=O	1.7	2	-0.7	-5	4	1	-3	-3	3
Cc1ccc(CNS(=O)(=O)c2ccc3c(c2)OCCO3)cc1	1.1	5	0.7	-1	-12	12	-4	-5	4
CCOC(=O)c1sc(NC(=O)CSc2ccccn2)c(C#N)c1C	1.7	-1	2.0	-15	0	-1[fluorescence artefact?]	-5	-13	-1
CC(=O)C(Sc1ncnc2c1nnn2-c1ccc(F)cc1)C(=O)N(C)C (centres undefined)	0.2	3	0.8	.	10	15	-3	-1	-1
C[C@@H]1CC[C@]2(O[C@@H](CCO)C[C@H](O)[C@H]2O)O1	1.2	8	0.8	.	3	-7	5	-1	-3
COCC(=O)Nc1c(C(=O)Nc2cccc(OC)c2)oc2ccccc12	-0.8	0	1.1	-12	-1	15	-3	10	6
CN(CC(=O)Nc1ccc(N2CCOCC2)cc1)CC(=O)Nc1ccccc1[N+](=O)[O-]	-0.5	3	0.6	-1	-8	-1	0	-34	1
Cc1c(N=Cc2ccco2)c(=O)n(-c2ccccc2)n1C	0.2	1	-0.6	-9	-7	7	0	-20	-1
COc1cc(Cl)c(C)cc1NC(=O)COC(=O)c1cc(SC)ccc1Cl	0.7	1	3.4	-11	-2	2[fluorescence artefact?]	-1	-22	-3
O=C(COC(=O)c1ccccc1C(=O)N1CCN(c2ccccc2)CC1)Nc1ccccc1	-0.5	4	0.6	-10	-3	-1	-1	-50	7
CC1=C(C)CC(C(=O)NNC(=O)c2csc3c2CCC(C(C)(C)C)C3)C(C(=O)O)C1 (centres undefined)	0.6	5	0.4	-5	12	3	0	-7	-3
CC(C)CCNC(=O)Cn1c(=O)oc2cc(S(=O)(=O)N3CC(C)CC(C)C3)ccc21 (centres undefined)	-0.3	2	1.0	-6	12	-2	-2	-5	-2
Cc1noc(C)c1CN1C(=O)NC(Cc2ccccc2)(Cc2ccccc2)C1=O	-0.8	2	0.6	-8	11	-13	-1	-3	-1
CCN(CC)CCN(Cc1cc2ccc(C)cc2[nH]c1=O)C(=S)Nc1ccccc1C(=O)OC	-0.1	12	0.7	-5	-5	0	3	-14	1
Cc1cc(Br)cc(C)c1NC(=S)NC(=O)CC(C)C	-0.9	1	2.1	-24	-13	0[fluorescence artefact?]	-3	11	1
O=C(Nc1ccc2c(c1)C(=O)N(C1CCCCC1)C2=O)C1CCCO1 (centres undefined)	0.2	7	-2.4	3	19	12	0	8	-2
CC(=O)c1ccc(Nc2c(C)n(C)n(-c3ccccc3)c2=O)cc1	0.2	5	-0.8	-11	14	-3	-2	-2	3
COCCn1c(SCC(=O)Nc2cccc(C(=O)OC)c2)nc2ccccc2c1=O	-0.6	4	3.7	-50	5	-4	1	-9	6
COc1ccc(Cl)cc1NC(=O)CNc1ccccc1CN(C)C1CCCCC1	-0.4	4	1.9	-13	-8	-3	5	0	-2
Cc1cc(C)n2nnnc2n1	0.5	-3	0.7	-69	-16	-3	-2	-9	-2
Cc1cc(C)cc(C(=O)n2cnnc2N)c1	0.3	3	2.8	-2	-15	1	4	-33	-2
NS(=O)(=O)c1ccc(CCNC(=O)c2ccc(S(=O)(=O)N3CCCCC3)cc2)cc1	1.3	4	-2.0	6	13	-4	1	-10	2
Cc1cc(C)cc(NC(=S)NCc2cccn2C)c1	-0.1	9	-1.1	-7	-23	-2	2	-2	4
COc1ccc(-c2cc(C(F)F)n3ncc(C(=O)N4CCCCC4)c3n2)cc1	-0.8	4	0.9	7	-13	1[fluorescence artefact?]	2	5	-1
CC(=O)Nc1ccc(Nc2nc3c(S(=O)(=O)c4ccc(C)c(C)c4)nnn3c3ccccc23)cc1	0.6	0	0.9	-5	-2	0	0	4	-2
COc1ccc(NC(=O)COC(=O)Cn2c(C)nc3ccccc32)cc1OC	-0.4	11	-0.6	4	-20	2	2	-9	-1
CCCc1nnc(SCC(=O)N2CCCCC2)n1CC1CCCO1 (centres undefined)	0.4	8	-0.4	-43	-1	2	4	8	-2
CC(C)(C)P(=O)(CO)c1ccccc1 (centres undefined)	1.1	1	0.2	-21	14	-3	-4	-23	-2
CC(=O)c1c(COC(=O)c2ccccc2Cl)nc2ccccc2[n+]1[O-]	0.8	-4	1.4	-17	6	3	-1	-3	1
CCOC(=O)/C(C#N)=C/C1=C(N2CCCC2)CC(C)(CC)OC1 (centres undefined)	-0.7	6	1.9	-4	11	2[fluorescence artefact?]	-1	0	-2
Cc1cc(-c2ccccc2)nc(N/N=C/c2ccco2)n1	0.7	2	-1.6	-36	-4	9[fluorescence artefact?]	-3	-4	1
Cc1ccc(SCc2cc(=O)[nH]c(/N=C(\N)Nc3ccccc3Sc3ccccc3)n2)cc1	0.3	8	0.5	-12	-9	3	4	-6	-1
O=C(CCSc1nnnn1-c1ccccc1)N1CCOCC1	-0.6	6	-0.6	2	-4	2	3	-17	7
COc1ccc2c(c1)CCc1c(C(=O)NCc3ccc(F)cc3)noc1-2	0.4	1	-0.9	-3	-12	-1	-3	-21	0
COc1ccc(Cc2noc(-c3ccccc3)n2)cc1OC	0.8	-4	1.3	-4	0	-1	-4	-17	0
COC(=O)N/N=C/c1cccc(OC(=O)c2ccc3c(c2)OCO3)c1	2.1	0	-0.8	-12	5	-1	-2	6	2
CCN(CC)c1nc(Oc2ccc(C(=O)OC)cc2)nc(N2CCOCC2)n1	-0.4	9	-0.9	-1	-1	-3	2	-2	1
Cc1nn(Cc2ccccc2)c(=O)c2nn(-c3ccc(Cl)cc3)c(C)c12	-0.6	4	-0.8	3	7	0[fluorescence artefact?]	2	2	1
O=C(c1ccccc1)N1CC(COc2ccccc2)OC(c2ccco2)O1 (centres undefined)	-0.7	5	-1.0	-4	-9	1	4	-1	-3
Cc1ccc2c(c1)N(C(C)C(=O)NCc1ccccn1)C(=O)CO2 (centres undefined)	-0.9	1	0.9	1	-11	-1	0	-7	0
COc1cc2c(=O)n(Cc3ccccc3)c(=O)n(CC(=O)NCc3ccco3)c2cc1OC	0.1	1	4.2	7	3	-28	-1	3	2
CCOc1ccc(C2CC(c3ccc(OC)cc3)n3ncnc3N2)cc1 (centres undefined)	-0.2	6	-0.2	-7	5	2	2	-3	-1
O=c1[nH]c2ccccc2n1Cc1ccc(Cl)cc1	0.0	1	2.1	-13	0	11	0	-10	-2
Cc1ccc(NC(=O)c2c(C(F)(F)F)nn(C)c2SCc2ccc(Cl)cc2)cc1C	-0.7	6	-0.2	-17	-14	0	1	2	0
O=C(c1ccc(S(=O)(=O)N2CCOCC2)cc1)N(Cc1ccco1)Cc1cccs1	-1.6	3	1.4	-2	-3	4	0	16	0

Part of the list above, in markdown:
| molecule | PERK inhibitor | BaF3 parental | S1P4 ag | MDM2 E3 inh | NPY-Y2 PAM-ag | eIF4E-4G inh | Ba/F3 V617F tox | S1P4 antag | Wee1 degr inh |
| --- | --- | --- | --- | --- | --- | --- | --- | --- | --- |
| Cc1c(N=Cc2ccco2)c(=O)n(-c2ccccc2)n1C | 0.2 | 1 | -0.6 | -9 | -7 | 7 | 0 | -20 | -1 |
| COc1cc(Cl)c(C)cc1NC(=O)COC(=O)c1cc(SC)ccc1Cl | 0.7 | 1 | 3.4 | -11 | -2 | 2[fluorescence artefact?] | -1 | -22 | -3 |
| O=C(COC(=O)c1ccccc1C(=O)N1CCN(c2ccccc2)CC1)Nc1ccccc1 | -0.5 | 4 | 0.6 | -10 | -3 | -1 | -1 | -50 | 7 |

Continued.
SMILES	PERK inhibitor	BaF3 parental	S1P4 ag	MDM2 E3 inh	NPY-Y2 PAM-ag	eIF4E-4G inh	Ba/F3 V617F tox	S1P4 antag	Wee1 degr inh
COc1ccc(Cl)cc1N(CC(=O)Nc1ccc2c(c1)OCCO2)S(C)(=O)=O	-1.0	0	-2.1	-4	9	1	-2	-11	2
COc1ccc(S(=O)(=O)N(n2c(C)nnc2-n2nc(C)cc2C)S(=O)(=O)c2ccc(OC)cc2)cc1	1.1	5	-0.4	0	1	5	3	-36	-1
COC(=O)c1sc(=S)n(-c2ccccc2)c1N	-0.2	2	1.7	.	14	26[fluorescence artefact?]	0	-11	1
c1ccc(CCC2CCCCN2Cc2cn[nH]c2-c2cc3ccccc3o2)nc1 (centres undefined)	0.8	8	0.8	-12	-23	0	0	8	4
N#C/C(C(=O)N1CCOCC1)=C1/SC(Cc2ccccc2Cl)C(=O)N1c1ccccc1 (centres undefined)	-0.5	4	3.1	-12	10	2	-1	10	11*
CN1C(=O)/C(=N/OC(=O)c2ccccc2Br)c2ccccc21	1.3	1	1.0	-1	2	1	1	-1	2
Cc1ccc(-c2csc(C3=C(O)CN(NC(=O)c4ccc([N+](=O)[O-])cc4)C3=N)n2)cc1	-0.7	6	0.4	-10	-6	-1	0	-4	-1
CC(=O)Nc1ccc(S(=O)(=O)N2CCN(C(=O)CCC3CCCC3)CC2)cc1	-0.6	0	0.6	2	14	-1	-2	-16	-1
O=C(Nc1ccc(Cc2ccncc2)cc1)C1CCC(N2C(=O)C3CCCCC3C2=O)CC1 (centres undefined)	0.1	3	1.1	0	-6	1	-2	-2	0
O=C(Nc1ccc(S(=O)(=O)NC2=NCCCCC2)cc1)C1COc2ccccc2O1 (centres undefined)	0.1	-5	0.0	.	-8	-6	-1	-16	-3

Bioassay records: PubChem BioAssay, several laboratories
